P. falciparum M17LAP = P. falciparum M17LAP inhibitors, primary screen, biochemical, fluorogenic H-Leu-NHMec substrate, 1536-well (AID 1619); recombinant M17LAP, H-Leu-NHMec fluorogenic kinetic assay; higher % means a stronger effect; one-dose inhibition, % at 30 µM; IC50 in µM for titrated hits; 0.38% of 220,000 active;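 active means compound inhibiting the enzyme by more than half at any dose during confirmatory dose-response retesting; inconclusive means strong single-dose inhibitors picked by rank but not retested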;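 further: plate controls were full reaction with DMSO carrier for no effect and no enzyme background for full effect; strong numbers were not always called active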
KOR beta-arrestin-1 = kappa opioid receptor activators – cell-based, luminescence, uHTS, primary screen (AID 1777). KOR beta-arrestin recruitment, luminescence; higher % means a stronger effect. one-dose activation, % at 10 µM; EC50 in µM for titrated hits. 0.02% of 280,000 active; in the data active means activation above about 50%, passing the limit was not always enough; further: a part of the inactive calls stands beside numbers as strong as those of hits
NOD2 inhibition = NOD2 signaling inhibitors, cell-based, luminescence, uHTS, HEK293 (AID 1566); HEK293 NOD2/NF-kB luciferase reporter, luminescence; higher % means a stronger effect; inhibition, % at 4 µM; hits with a dose series show EC50 in µM; 0.63% of 290,000 active; further: many of its hits are not listed in these tables
AID2073 = disruptors of CaV2.2 binding to Mint1 – biochemical, HTRF (AID 2073) | HTRF protein-protein interaction, Mint1-CaV2.2; higher % means a stronger effect | one-dose inhibition, % at 20 µM; IC50 in µM for titrated hits | 0.19% of 290,000 active; in the data active means inhibition mostly above about 51%, no sharp cut-off; inconclusive means no clear call, values can overlap the other calls; inactive means mostly below about 53%; further: some results filed as inactive read as strong as hits
NOD1 inhibition = inhibition of NOD1-driven NF-kB reporter – cell-based, luminescence, uHTS, primary screen (AID 1578). NOD1-driven NF-kB luciferase reporter cells, luminescence; higher % means a stronger effect. inhibition, % at 4 µM; hits with a dose series show EC50 in µM. 1% of 290,000 active; in the data active means inhibition mostly above about 36%, no sharp cut-off; inactive means mostly below about 34%;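 further: HEK-293T reporter cells stimulated with the NOD1 agonist gamma-tri-DAP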
Dynein cargo inh = blocks dynein driven cargo transport along microtubules. 3617.4 mouse cells, GR-EGFP nuclear translocation imaging; test concentration mostly 20 µM; stimulated with dexamethasone, 1 µM; hits give low values. z-score, hits read low. 0.47% of 220,000 active. AID 1381;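 active means plate z-score of nuclear minus cytoplasmic receptor signal below a set negative limit, without overly bright fluorescence or cell loss, cut at about -3.5 in these data, passing the limit was not always enough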;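 further: z-score of nuclear minus cytoplasmic ring GR-EGFP intensity difference per well; some compounds called inactive have numbers as strong as hits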
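Also added: dexamethasone, 1.0 µM final. Medium: tet-free, stripped-serum medium. Detection: fixed, Hoechst-stained cells imaged at 10x for EGFP. Read-out: nuclear-to-cytoplasmic GR-EGFP distribution per well. Times: induction 48 h, compound 1 h, agonist 30 min.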
GPR55 activation = GPR55 agonists via beta-arrestin recruitment, primary screen, imaging, U2OS cells, beta-arrestin-GFP redistribution (AID 1961) | U2OS GPR55 beta-arrestin-GFP redistribution imaging; higher % means a stronger effect | activation, % at 10 µM, or EC50 in µM where a hit was titrated | 0.048% of 290,000 active;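 active means activation above 40% with more than 50 cells counted in the well; inconclusive means wells holding fewer than 50 cells, flagged as toxic or sparse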;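 further: U2OS osteosarcoma cells stably expressing GPR55 and beta-arrestin-GFP; plate controls were DMSO negative control for no effect and LPI positive control for full effect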
KOR beta-arrestin-2 = kappa opioid receptor blockers – cell-based, luminescence, uHTS (AID 1778); KOR beta-arrestin recruitment, luminescence, antagonist mode; higher % means a stronger effect; one-dose inhibition, % at 10 µM; IC50 in µM for titrated hits; 0.091% of 290,000 active; further: strong numbers were not always called active
M1AAP inhibition = P. falciparum M1AAP inhibitors, biochemical, fluorogenic H-Leu-NHMec substrate, 1536-well (AID 1445); recombinant M1AAP, H-Leu-NHMec fluorogenic kinetic assay; higher % means a stronger effect; 0.42% of 220,000 active; inhibition, % at 30 µM, or IC50 in µM where a hit was titrated;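 active means primary inhibition above the hit cutoff, then over 50% inhibition at one or more dose response concentrations, cut at about 23% in these data, passing the limit was not always enough; inconclusive means conflicting primary data, or primary hits not chosen for dose response; inactive means low primary inhibition, or under 50% at every dose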;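 further: plate controls were DMSO full reaction for no effect and no enzyme background for full effect; strong numbers were not always called active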
Dynein cargo inh cytoplasmic EGFP = recorded beside Dynein cargo inh, whose call it bears; z-score; measured here: cytoplasmic GR-EGFP intensity; hits give high values
Dynein cargo inh nuclear GR-EGFP = recorded beside Dynein cargo inh, whose call it bears; z-score; measured here: nuclear GR-EGFP intensity;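 lower value marks the stronger effect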
Dynein cargo inh cell count = second read-out of Dynein cargo inh, no call of its own (marks repeat the call); z-score; measured here: cell count per field
* hit, by the source's call; u = inconclusive; x = no result given; [ ] = another dose, or the depositor's remark. Unless noted, no stated cut-off is given here; in the data, active means inhibition above about 50%; inactive means the rest. A portion of the library; rates above refer to the full screens.

compound	P. falciparum M17LAP	KOR beta-arrestin-1	NOD2 inhibition	AID2073	NOD1 inhibition	Dynein cargo inh	Dynein cargo inh cytoplasmic EGFP	Dynein cargo inh nuclear GR-EGFP	Dynein cargo inh cell count	GPR55 activation	KOR beta-arrestin-2	M1AAP inhibition
CC(=O)[C@@H]1[C@@H](C(=O)c2ccc(F)cc2)[C@]2(C(=O)Nc3ccccc32)[C@H]2C=Cc3cc(F)ccc3N12	-3%	-2.4%	-3%	36%	-9%	-0.49	-0.16	0.5	-0.17	0.4%	-13%	9%
COc1ccc(NC(=O)C/C(C)=N/NC(=O)c2ccccn2)c(OC)c1	x	-0.2%	9%	10%	9%	x	x	x	x	0.3%	-29%	x
O=C(CSc1nnc(CNC(=O)c2ccccc2)o1)NCc1ccc(F)cc1	x	4.2%	12%	9%	-20%	x	x	x	x	0.2%	-5%	x
Cc1ccc(CN2CCN(Cc3ccc(OCCO)cc3)CC2CCO)o1 (centres undefined)	-4%	-1.4%	-15%	20%	-20%	0.36	-0.29	-0.03	0.95	0.4%	1%	-3%
CC(c1ccccc1)N1CCN(C(=O)CCl)CC1 (centres undefined)	-1%	1.3%	7%	8%	-2%	-4.9*	0.64*	-1.7*	0.94*	-0.4%	8%	1%
CCOC(=O)c1sc(NC(=O)CCc2ccc(OC)cc2)nc1C	x	0.6%	-43%	30%	12%	x	x	x	x	0.0%	-12%	x
CC(C)(C)C(=O)/C=C/c1ccc(Oc2ccccc2)cc1	5%	1.4%	-12%	3%	-3%	0.39	-0.17	0.41	-0.64	1.1%	26%	6%
COc1ccc(-n2c(=O)c3c4c(sc3n3c(=S)[nH]nc23)COC(C(C)C)C4)cc1 (centres undefined)	-3%	-3.5%	16%	-63%	3%	-0.082	0.00092	-0.035	-1.1	-0.2%	-3%	7%
O=C(CCN1C(=O)S/C(=C\c2ccccc2)C1=O)N1CCCCC1	x	6.2%	-4%	2%	-16%	x	x	x	x	1.8%	-7%	x
O=C(CNc1ccc(F)cc1F)NC(=O)NCc1ccco1	-7%	-0.2%	-6%	10%	-6%	1	-0.2	1.7	-1.9	0.7%	17%	0%
Cc1ccc(C(=O)Nn2cnnc2)cc1	x	-2.4%	16%	2%	-6%	x	x	x	x	0.6%	17%	x
O=c1[nH]cnc2c1cnn2Cc1ccccc1	2%	3.5%	-8%	-3%	-18%	-0.43	-0.13	-0.43	1.1	-0.1%	-9%	-3%
CCc1ccc(NC(=O)[C@H](NC(=O)[C@@H]2Cc3ccccc3CN2)c2ccccc2)cc1	x	5.3%	8%	-5%	-7%	x	x	x	x	-0.1%	4%	x
CC(C)(C)c1ccc(C(=O)C2CCCN(C(=O)CCn3cncn3)C2)cc1 (centres undefined)	x	-2.1%	21%	2%	-26%	x	x	x	x	0.0%	11%	x
Cc1cccc(-c2noc(CCCC(=O)NCC3CCCO3)n2)c1 (centres undefined)	x	-2.6%	13%	10%	-18%	x	x	x	x	0.1%	-22%	x
CC(=O)Nc1ccc(Cl)c(C(N)=O)c1	-4%	-2.2%	16%	-4%	x	2.8	-0.17	1.8	-2.1	-0.3%	17%	2%
CCOC(=O)N1CCN(C(=O)c2cc(COc3ccc4ncccc4c3)on2)CC1	5%	-0.7%	33%	0%	17%	-0.31	0.43	0.44	0.058	-0.1%	-35%	3%
NC(=O)c1ccc(NC(=O)CN2CCN(Cc3ccccc3)CC2)cc1	x	-3.2%	0%	-2%	-9%	x	x	x	x	-0.2%	18%	x
CCCn1c(CNC(=O)c2ccccc2)nc2ccccc21	3%	-2.4%	5%	-4%	x	-1.2	-0.24	-0.54	0.3	-0.1%	15%	1%
C[C@H](NS(=O)(=O)c1ccc(Cl)c(Cl)c1)C(=O)OCc1cc(=O)n2cc(Br)ccc2n1	-5%	12%	13%	38%	-20%	-0.11	-0.26	-0.12	1.8	0.1%	-4%	5%
COc1cccc(C(=O)NC2CCN(C(=O)N3CCCCC3)CC2)c1	0%	-2.0%	0%	-1%	0%	-0.73	-0.26	-0.041	0.19	0.1%	-4%	-3%
COc1ccc(/C=N/NC(=O)C(C)n2nnc3ccccc32)cc1OC (centres undefined)	11%	-5.2%	-3%	-3%	6%	0.042	-0.23	-0.18	1.4	0.3%	21%	6%
Cc1ccc(NC(=S)Nc2ccc(S(=O)(=O)N3CCOCC3)cc2)cc1S(=O)(=O)N1CCOCC1	2%	-1.8%	6%	-9%	-27%	-0.45	-0.33	-0.29	-0.0093	0.4%	17%	-1%
COCC(C)NC(=O)CCS(=O)(=O)c1nc(-c2ccc(OC)cc2)cc(C(F)(F)F)n1 (centres undefined)	11%	-2.5%	22%	9%	89%	-3.2	1.1	-1.2	-0.7	0.2%	13%	9%
CCn1cc(C(=O)N2CCN(Cc3ccc4c(c3)OCO4)CC2)c(=O)c2ccc(C)nc21	15%	2.1%	4%	-3%	-26%	-1	-0.18	-0.51	0.39	-0.1%	-9%	3%
NS(=O)(=O)c1ccc(NC(=S)N2CCN(c3ccccc3Cl)CC2)cc1	-6%	-1.3%	10%	-28%	-5%	0.17	-0.26	0.34	0.66	-0.1%	-15%	-6%
O=C(Cn1ccc2ccccc21)Nc1ccc2c(c1)OCO2	-3%	-3.8%	-3%	5%	-15%	-0.64	-0.26	0.28	-0.25	0.2%	-6%[20 µM]	0%
Nc1ccc(C(=O)OCC(=O)N2CCOCC2)cc1[N+](=O)[O-]	13%	-0.4%	-10%	7%	-20%	0.59	-0.23	0.13	-0.31	0.2%	8%	14%
CC(=O)Nc1ccc(S(=O)(=O)Nc2nccc(C3Cc4ccccc4C(=O)O3)n2)cc1 (centres undefined)	0%	0.9%	11%	16%	-14%	0.53	-0.22	0.22	-0.79	-0.2%	33%	-1%
O=C1CCCC2=C1C(c1ccccc1)C1C(=O)c3ccccc3C1=N2 (centres undefined)	-7%	12%	21%	4%	35%	0.31	-0.36	0.38	0.94	1.0%	-16%	8%
Cc1ccccc1Cn1nc(C)c(NC(=O)c2cc(CC(C)C)on2)c1C	14%	-1.0%	6%	22%	5%	-0.57	0.24	0.13	0.54	-0.2%	4%	3%
COC(=O)COc1ccc(S(=O)(=O)Nc2ccc3c(c2)OCO3)cc1	-2%	-1.5%	-2%	17%	-23%	0.032	-0.2	0.017	-0.44	-0.1%	-57%	1%
CCN(Cc1ccccc1)C(=O)CCc1nnc(CCCc2ccccc2)o1	-6%	-1.6%	-24%	14%	-10%	2.4	-0.24	1	-0.51	-0.3%	3%	2%
Cc1ccc2nc(CCc3nc4ccc(C)cc4o3)oc2c1	10%	0.3%	14%	6%	18%	0.35	-0.3	0.19	0.033	-0.3%	x	8%
O=C(CCNS(=O)(=O)c1ccc(Cl)cc1)OCC(=O)c1ccc[nH]1	13%	2.1%	18%	11%	-2%	0.13	-0.22	0.16	0.066	1.1%	24%	-4%
C/C(=N\Nc1cc(N2CCOCC2)nc(C)n1)c1cccc([N+](=O)[O-])c1	1%	3.0%	19%	2%	-31%	-0.41	-0.27	-0.25	0.41	-0.3%	-3%	0%
O=C(NCCF)[C@H]1C[C@@H]1[C@H](NP(=O)(c1ccccc1)c1ccccc1)c1ccccc1	11%	1.9%	0%	-2%	-5%	1.3	-0.32	0.9	0.76	-0.1%	14%	8%
COc1ccc(NC(=O)c2ccc3nc(C)sc3c2)cc1	x	-6.1%	-20%	-4%	-31%	x	x	x	x	-0.2%	-31%	x
Cc1cc(N2CCCC2=O)ccc1S(=O)(=O)Nc1c(C)nn(C)c1C	5%	x	18%	-8%	3%	-1.6	-0.24	-0.64	0.93	-0.1%	-6%[20 µM]	-1%
COc1ccc(C(CNC(=O)c2oc3ccc(Cl)cc3c2C)N2CCCCC2)cc1 (centres undefined)	x	9.2%	-5%	2%	-12%	x	x	x	x	6.5%	-13%	x
CC(=O)Oc1ccc2c(c1)c(C(C)=O)c(C)n2C	1%	-2.1%	4%	0%	6%	-0.4	-0.13	-0.26	0.015	-0.1%	-33%	-5%
CCN1CCN(CCC(=O)Nc2cc(C)ccc2C)CC1	x	-1.8%	18%	4%	6%	x	x	x	x	0.4%	8%	x
c1ccc(-c2nc(NCc3cccnc3)c3ccccc3n2)cc1	5%	1.2%	-2%	2%	9%	-0.069	0.45	0.81	0.38	-0.1%	16%	14%
Cc1ccc(C(=O)N/C(=C\c2ccc(-c3cc(Cl)ccc3Cl)o2)C(=O)NCc2cccnc2)cc1	9%	5.0%	-7%	47%	6%	-0.55	-0.2	0.19	0.28	0.0%	19%	7%
COc1ccccc1C(=O)NCCC(=O)N(Cc1ccco1)Cc1cccs1	x	-2.6%	0%	-2%	-17%	x	x	x	x	-0.1%	8%	x
O=C(CCCN1C(=O)c2cccnc2Oc2ccc(Cl)cc21)N1CCCCC1	x	-0.6%	13%	10%	15%	x	x	x	x	-0.1%	-25%	x
Cc1cccc(NC(=O)C2SC(=Nc3c(C)cccc3C)C(C(=O)N3CCOCC3)=C2N)c1 (centres undefined)	10%	-2.6%	14%	u	-1%	-0.53	-0.16	-0.17	-0.25	-0.2%	5%	3%
CCc1ccc(-c2csc(NC(=O)C3=NN(c4ccccc4)C(=O)CC3)n2)cc1	-8%	0.2%	27%	16%	51%	0.35	-0.23	0.33	-0.21	-0.1%	-26%	4%
COc1cccc(N2CC(C(=O)Nc3nnc(SCC(=O)c4ccccc4)s3)CC2=O)c1 (centres undefined)	12%	-1.7%	3%	13%	-33%	0.54	-0.29	0.038	0.47	0.1%	5%	4%
CN1CCCN(C(=O)c2ccc(Br)cc2)CC1	x	5.9%	8%	-2%	4%	x	x	x	x	-0.1%	-22%	x
O=C1CCCN1CCCNc1ccc2nnc(CCC(=O)N3CCN(c4ccccc4)CC3)n2n1	x	-3.5%	-4%	7%	-4%	x	x	x	x	0.1%	-6%	x
Cc1cc(C)n2nc(NCc3ccccc3)nc2n1	-3%	-5.4%	7%	13%	-2%	-0.041	-0.27	0.17	0.75	-0.4%	25%	1%

High-throughput results: PubChem, several laboratories
